# PLK1 PBD inh – PLK1 (human) polo-box domain binding inhibition | Potency, µM, for inactives: max response, negative = inhibition, most hits filed as inhibitors | 360,000 compounds, 2.8% hits | AID 720504 | Plk1 PBD binding of FITC phosphopeptide, fluorescence polarization | P53350; further: potency means the concentration at half of the fitted maximal effect; series mostly up to about 57 µM; on the % scale 0 is the no-effect control and ±100 the full control effect; nearly all actives have a fitted effect of over 65% in size
# EPAC2 agonist – EPAC2 (human) agonism. Q8WZA2. 360,000 compounds, 0.079% hits. Potency, µM (titrated, usually from 154 µM), for the others: at the highest dose activation, usual class: activators. EPAC2 activation, biochemical qHTS; response scale: 100% = 6.5 mM cAMP response; further: potency means the concentration at half of the fitted maximal effect; nearly all actives have a fitted effect of over 50% in size
#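 EPAC2 (100 nM) mixed with Rap1B loaded with BODIPY-GDP (250 nM) plus 50 uM unlabeled GDP; compounds pinned in, 5 min RT, then read every 5 min for 30 min (ex 480, em 540 nm). Normalized to cAMP control.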
# EPAC1 ag – activates human EPAC1 exchange factor; O95398; AID 720707; Potency, µM (doses to about 154 µM), for the others: at the highest dose activation, hits mostly activators; 360,000 compounds, 0.073% hits; EPAC1 agonist qHTS, biochemical assay; response scale: 100% = response to 6.5 mM cAMP; further: potency means the concentration at half of the fitted maximal effect; nearly all actives have a fitted effect of over 60% in size
#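 Fluorescent GDP-exchange assay: 100 nM EPAC1 with 250 nM Rap1B preloaded with BODIPY-GDP and 50 uM GDP; compounds tested as concentration series, 5 min at room temperature, then read every 5 min for 30 min (ex 480/em 540 nm); normalized to 6.5 mM cAMP.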
# WRN helicase inh – blocks human WRN helicase. Q14191. WRN helicase unwinding, fluorescent forked duplex, kinetic. Potency, µM (titrated, usually from 114 µM), inactives show top-dose activity change, negative = inhibition, usual class: inhibitors. 360,000 compounds, 0.46% hits. AID 651768; further: potency means the concentration at half of the fitted maximal effect; on the % scale 0 is the no-effect control and ±100 the full control effect; nearly all actives have a fitted effect of over 55% in size
# Target sequence (Q14191 whole entry, looked up): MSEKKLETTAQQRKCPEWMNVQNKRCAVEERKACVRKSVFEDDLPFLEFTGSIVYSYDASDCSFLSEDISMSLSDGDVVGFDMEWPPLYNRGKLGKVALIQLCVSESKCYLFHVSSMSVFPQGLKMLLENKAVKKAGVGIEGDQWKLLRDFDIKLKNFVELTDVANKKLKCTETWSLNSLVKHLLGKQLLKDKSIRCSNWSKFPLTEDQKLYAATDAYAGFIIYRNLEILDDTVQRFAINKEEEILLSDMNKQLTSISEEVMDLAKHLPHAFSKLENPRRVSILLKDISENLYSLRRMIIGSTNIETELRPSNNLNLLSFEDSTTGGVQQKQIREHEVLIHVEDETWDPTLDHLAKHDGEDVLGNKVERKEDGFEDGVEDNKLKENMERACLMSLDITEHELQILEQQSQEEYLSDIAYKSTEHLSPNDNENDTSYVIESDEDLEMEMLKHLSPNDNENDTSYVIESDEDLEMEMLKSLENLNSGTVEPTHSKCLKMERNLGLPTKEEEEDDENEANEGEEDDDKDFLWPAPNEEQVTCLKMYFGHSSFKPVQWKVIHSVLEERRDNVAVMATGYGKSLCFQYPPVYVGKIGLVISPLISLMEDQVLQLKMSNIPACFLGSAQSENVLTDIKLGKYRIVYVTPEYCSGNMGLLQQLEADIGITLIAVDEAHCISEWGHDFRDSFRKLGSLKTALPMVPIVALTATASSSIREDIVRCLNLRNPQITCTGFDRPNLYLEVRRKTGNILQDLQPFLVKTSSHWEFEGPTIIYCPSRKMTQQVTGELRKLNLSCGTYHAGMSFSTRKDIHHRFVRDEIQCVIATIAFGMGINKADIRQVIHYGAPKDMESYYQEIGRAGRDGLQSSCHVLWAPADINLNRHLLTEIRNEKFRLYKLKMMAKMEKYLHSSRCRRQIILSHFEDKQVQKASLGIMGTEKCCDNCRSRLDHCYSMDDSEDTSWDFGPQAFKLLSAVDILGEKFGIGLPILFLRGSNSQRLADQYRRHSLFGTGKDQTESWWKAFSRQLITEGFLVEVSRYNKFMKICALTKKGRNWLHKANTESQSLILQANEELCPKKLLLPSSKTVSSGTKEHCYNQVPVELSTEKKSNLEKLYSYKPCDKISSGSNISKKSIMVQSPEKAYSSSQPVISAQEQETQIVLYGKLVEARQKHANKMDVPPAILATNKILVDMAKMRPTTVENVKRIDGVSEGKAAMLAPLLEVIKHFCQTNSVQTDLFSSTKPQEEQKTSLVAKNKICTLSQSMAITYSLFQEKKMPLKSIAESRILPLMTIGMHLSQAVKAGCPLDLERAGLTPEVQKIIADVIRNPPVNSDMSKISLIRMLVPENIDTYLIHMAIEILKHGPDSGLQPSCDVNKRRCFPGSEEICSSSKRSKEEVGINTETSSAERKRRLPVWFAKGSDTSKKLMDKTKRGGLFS
#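 Kinetic red-fluorescence monitoring (525/598 nm) tracks WRN helicase activity after 100 nM fluorophore-quencher forked duplex and 2 mM ATP are added to 20 nM enzyme pretreated 15 min at room temperature with compound.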
# CCT chaperon mod – modulators of cytosolic chaperonin (CCT/TRiC) activity; purified chaperonin ATPase assay, HTRF ADP detection, 30 min; 360,000 compounds, 0.3% hits; activity change, % (concentration not given with the values), hits read low; in the data active means activity change below about -30%; further: on the % scale 0 is the no-effect control and ±100 the full control effect
#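 First, chaperonin was dispensed at 40 nM or 20 nM final depending on batch activity. Next, compounds were pinned at 76 uM and ATP added at 10 uM. After 30 min at 37 °C, ADP detection reagents ran 30 min at ambient temperature.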
# EPAC1 antagonist – blocks human EPAC1 exchange factor. O95398. Potency, µM (series often up to 115 µM), for inactives: top-dose activity change, negative = inhibition, actives largely listed as inhibitors. 360,000 compounds, 0.14% hits. AID 720709. EPAC1 GEF assay, Rap1b-BODIPY-GDP exchange fluorescence;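 further: potency means the concentration at half of the fitted maximal effect; plate controls were vehicle for no effect and positive control for full effect; nearly all actives have a fitted effect of over 50% in size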
# IL-2 act – activates IL-2 in a cell-based reporter assay; IL-2 activation reporter assay, cell-based qHTS; stimulated with anti-CD3/CD4/CD28 beads; in transgenic mouse T cells; activation, % (series mostly up to about 46 µM); 360,000 compounds, 0.065% hits; in the data active means activation above about 50%; inconclusive means mostly about 30% to 49%; further: 0% is about no effect
#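 Readout is EGFP and DsRed signal by fluorescent plate cytometry after 18 h at 37 degrees C. Transgenic mouse T cells (750/well) received compound for 60 min before bead stimulation (anti-CD3, anti-CD4, anti-CD28); memory T cells served as non-tolerant control.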
# PI5P4K alpha inh – PI5P4K alpha (human) kinase inhibition; P48426; PI5P4Kalpha enzyme, ADP-Glo luminescence, 60 min; hits give low values; max response, %; 330,000 compounds, 1.2% hits; AID 652105; active means max response of -50% or lower; inconclusive means between -30% and -50%; inactive means -30% or higher; further: value at the top dose of about 77 µM; on the % scale 0 is the no-effect control and ±100 the full control effect
#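 Enzyme plus substrate dispensed, test compounds pinned in, then ATP (5 microM final) added. After 60 min at RT, ADP-Glo reagent 1 for 45 min and reagent 2 for 30 min preceded luminescence imaging.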
# * hit, by the source's call; u = inconclusive; x = not tested or not shown; [ ] = another dose, or the depositor's remark. Unless noted, the call rests on the fitted dose curve; in most records, active means well fitted curve in the direction sought with a large enough effect; inconclusive means small, poorly fitted or top-dose-only effect, or another doubt; inactive means no such curve, though single readings can be large; an effect the other way counts as inactive or inconclusive.
# The first 2 entries as a preview:
item	compound	PLK1 PBD inh	EPAC2 agonist	EPAC1 ag	WRN helicase inh	CCT chaperon mod	EPAC1 antagonist	IL-2 act	PI5P4K alpha inh
1	CC(=O)NC1=NN(C(C)=O)C(c2sccc2C)S1 (stereo not drawn)	-10%	6%	2%	5%	-2.2	-8%	-0.5	x
2	CCCC[C@@H]1CN=C(N)N1CCc1cccc(F)c1	-11%	-5%	0%	0%	-2.6	-6%	-2.9	8

# The listing (from the top)
item	compound	PLK1 PBD inh	EPAC2 agonist	EPAC1 ag	WRN helicase inh	CCT chaperon mod	EPAC1 antagonist	IL-2 act	PI5P4K alpha inh
1	CC(=O)NC1=NN(C(C)=O)C(c2sccc2C)S1 (stereo not drawn)	-10%	6%	2%	5%	-2.2	-8%	-0.5	x
2	CCCC[C@@H]1CN=C(N)N1CCc1cccc(F)c1	-11%	-5%	0%	0%	-2.6	-6%	-2.9	8
3	CC1CCC(C(=O)NNC(=O)c2cc(-c3ccco3)[nH]n2)CC1 (stereo not drawn)	-13%	-3%	3%	-8%	-0.9	-5%	-2.8	-3
4	Cc1ccc(-c2cccc(CN3CCN(C4CCN(C(C)C)CC4)C(CCO)C3)c2)o1 (stereo not drawn)	-14%	7%	5%	3%	0.1	4%	-0.6	3
5	COc1ccc(N(C(=O)c2ccco2)C(C(=O)NC2CCCC2)c2ccncc2)cc1 (stereo not drawn)	-14%	10%	6%	6%	-0.7	8%	1.7	-2
6	CCN(C(=O)CN1C(=O)NC(CCSC)C1=O)C1CCS(=O)(=O)C1 (stereo not drawn)	-2%	3%	11%	1%	0.9	7%	0.8	-1
7	C[C@@H](NC(=O)c1nc[nH]c1C(=O)N1CCc2ccccc2C1)c1ccccc1	3%	3%	0%	2%	-0.8	-25%	-0.4	-2
8	COc1ccc(C2C(C(=O)NCc3cccnc3)c3ccccc3C(=O)N2C)cc1OC (stereo not drawn)	-7%	3%	3%	-1%	-0.4	-6%	2.7	12
9	O=C(CCNC(=O)c1ccc([N+](=O)[O-])cc1)NC1CCCCC1	-15%	-2%	-6%	-8%	-3.8	-13%	15	-7
10	COc1ccc(-n2cc(CNCC3CCOCC3)c(-c3cccc(F)c3)n2)cc1	3%	-1%	-3%	2%	0.2	-15%	-5.0	-2
11	NC(=O)c1cnn2c(-c3ccc(Cl)cc3Cl)ccnc12	-5%	1%	-3%	-1%	-2.7	1%	-0.1	0
12	COc1ccc(OC)c(S(=O)(=O)Nc2ccc3[nH]c(=O)[nH]c3c2)c1	0%	1%	5%	-2%	-0.3	11%	-3.7	-4
13	CCOC(=O)c1c(NC(=O)CSc2nccc(=O)[nH]2)sc(C)c1C	u	9%	-5%	u	-4.5	6%	-0.6	2
14	Cc1ccccc1CS(=O)(=O)CCC(=O)NCCCN1CCOCC1	0%	1%	3%	6%	-3.9	8%	1.3	-3
15	CC(C)[C@H](NC(=O)c1ccccc1)C(=O)OCC(=O)NCCc1ccc(F)cc1	-9%	1%	2%	3%	2.3	10%	0.6	-4
16	COc1ccc(C(=O)Nc2ccccc2C(=O)N2CCOCC2)cc1OC	1%	0%	14%	-2%	-1.9	3%	0.0	0
17	Cc1ccc(S(=O)(=O)Nc2c(C)nc3nc(C)[nH]n3c2=O)c(C)c1	-12%	1%	10%	-16%[57.1 µM]	-1.3	-25%	0.6	-6
18	CCOC1=NC(=C(c2ccccc2)c2ccccc2)OC1=O	-18%	9%	0%	-21%	-3.4	u	0.1	1
19	CN(CC(O)CN)CC(O)CN1CCCCC1 (stereo not drawn)	0%	3%	-6%	4%	-4.6	14%	-2.5	x
20	O=C(NC(=S)N1CCCC1)c1ccccc1	-1%	17%	10%	-6%	-1.3	-13%	5.0	4
21	CCn1nnc(-c2ccccc2NC(=O)c2cc(OC)cc(OC)c2)n1	-8%	10%	15%	-11%	-2.4	0%	-2.3	x
22	COc1ccc(NC(=O)N2c3ccc(OC)cc3C(C)=CC2(C)C)cc1	-12%	19%	12%	10%	-3.6	-6%	-0.7	-1
23	Cc1c(NC(=O)CSc2nnc(-c3ccncc3)o2)c(=O)n(-c2ccccc2)n1C	-5%	-3%	5%	7%	0.6	7%	-0.3	-3
24	Cc1ccc(S(=O)(=O)NCC(c2ccc3c(c2)OCO3)N2CCOCC2)cc1 (stereo not drawn)	-1%	7%	-2%	2%	-1.6	5%	0.7	-5
25	CCC/C=C(\CCC)C(NC(=O)Cc1ccccc1)c1ccc(C(=O)OC)cc1 (stereo not drawn)	-6%	-5%	-4%	-6%	0.8	-21%	-0.7	7
26	COC(=O)c1ccc(C(=O)OC)c(NC(=S)N2CCN(c3ccccn3)CC2)c1	3%	5%	4%	-1%[57.1 µM]	-1.4	-10%	-0.2	1
27	CCC(Oc1ccc2ccccc2c1)C(=O)O (stereo not drawn)	-7%	-1%	11%	-3%	-0.7	0%	-0.9	-10
28	N#CC1CC(c2ccccc2)Nc2cc(Cl)ccc2N1 (stereo not drawn)	4%	0%	3%	-4%	0.7	1%	0.4	1
29	Cc1ccc2nc(-c3cccc(Br)c3)cc(C(=O)NC3=NCCS3)c2c1	1%	2%	-10%	6%	-5.5	-15%	-0.4	2
30	CCOC(=O)c1[nH]c2ccccc2c1NC(=O)c1ccc(Br)o1	-13%	-3%	4%	-16%[57.1 µM]	-2.7	-2%	-3.5	x
31	CSc1nc2sc3c(c2c(=O)[nH]1)CCc1ccccc1-3	-2%	2%	-2%	-3%	0.5	-9%	-2.9	8
32	COc1cccc(NC(=O)c2oc3ccc(S(=O)(=O)N4CCOCC4)cc3c2C)c1	-3%	12%	9%	7%	-0.5	u	-3.8	-7
33	COC(=O)CCCC(=O)N1CCCC(C(=O)c2ccccc2SC)C1 (stereo not drawn)	-12%	8%	18%	-3%	-0.4	12%	0.0	3
34	COc1ccc(C2CC=C(C(C)=O)CN2S(=O)(=O)c2ccc(C)cc2)cc1 (stereo not drawn)	1%	12%	1%	-8%	1.5	-4%	-0.9	7
35	COc1cc(/C=N/NC(N)=S)ccc1OCC(=O)Nc1ccc(C)c(C)c1	-9%	4%	8%	-19%	-0.2	10%	0.0	-6
36	O=C(NCc1nnnn1-c1ccc(F)cc1)c1ccc2c(c1)OCO2	-5%	4%	9%	5%	-1.2	0%	2.2	0
37	COc1ccccc1NC(NC(=O)c1cccnc1)C(Cl)(Cl)Cl (stereo not drawn)	2%	2%	-4%	-5%	-1.9	-17%	-0.6	2
38	Cc1ccsc1C(=O)N1CCCC(C)(C(=O)NS(=O)(=O)C2CC2)C1 (stereo not drawn)	5%	0%	-6%	-2%	0.8	13%	1.5	-2
39	Cc1ccc2c(CN3CCCc4ccccc43)cc(=O)oc2c1C	-10%	-7%	0%	11%	-0.7	2%	2.7	2
40	CCOC(=O)NC1(C(F)(F)F)NC(=O)N(Cc2ccco2)C1=O (stereo not drawn)	-8%	10%	4%	-4%	-3.1	-5%	-0.9	x
41	CC1CCCN(S(=O)(=O)c2ccc(NC(=O)c3cccc(-n4cnnn4)c3)cc2)C1 (stereo not drawn)	-15%	12%	22%	-3%	-0.5	-14%	0.0	5
42	Cc1nc(NC(=O)CSc2nnc(-c3ccncc3)n2C)sc1C	-24%	12%	3%	4%[11.6 µM]	-2.4	4%	-0.3	3
43	CCN1CCN(S(=O)(=O)Cc2ccccc2Cl)CC1	-9%	13%	12%	12%	-4.3	8%	-2.1	5
44	COC(=O)Cn1nc(-c2ccc(C)cc2)c2ccccc2c1=O	-9%	-5%	10%	0%	1.5	-5%	0.4	2
45	Cc1ccc(N(C(=O)c2csnn2)C(C(=O)NC(C)(C)C)c2ccccn2)cc1 (stereo not drawn)	-12%	4%	5%	-4%	-0.7	7%	-0.2	3
46	Cc1cc(C(=O)NCc2ccccc2Cl)n(-c2ccccc2)n1	27µM*	2%	5%	2%	-1.0	10%	-3.9	-8
47	CC1CCN(C(=O)c2cccc(NC(=O)c3cccs3)c2)CC1	-4%	5%	2%	-12%	3.0	0%	1.9	-3
48	CCN(CC)S(=O)(=O)c1ccc(NS(=O)(=O)c2ccc(OC)c([N+](=O)[O-])c2)cc1	-10%	10%	-1%	u	-1.4	-20%	0.5	2
49	O=C(Cc1ccccc1)CC1(O)C(=O)Nc2ccccc21 (stereo not drawn)	-7%	2%	4%	5%	-0.3	26%	-1.3	x
50	CCc1nnc(NC(=O)CSc2nnc(C(C)NC(=O)c3ccccc3)n2C)s1 (stereo not drawn)	-5%	8%	-2%	4%	-0.3	4%	0.8	5
51	CC1=C(C(=O)NC2CCC(C)CC2)C2(CCC(C)CC2)OC1=O (stereo not drawn)	-3%	0%	-14%	3%	0.4	u	-1.3	4
52	Cc1nc(-c2ccc(F)cc2)c(CC(=O)N(C)CC(=O)Nc2c(C)cccc2C)s1	-17%	-6%	-9%	-28%	-1.6	-14%	0.2	-4
53	CCNC(=O)C1(C)CCN(C(=O)C(c2ccccc2)c2ccccc2)C1 (stereo not drawn)	3%	4%	1%	-1%	0.5	-5%	0.1	7
54	COCCCN1C(=O)C(CC(=O)NCCCCc2ccccc2)CC(C(=O)N(C(C)C)C(C)C)=C1C (stereo not drawn)	-8%	-1%	1%	-3%	0.2	-4%	-0.6	-3
55	CCOc1ccccc1NC(=O)c1cccc(NC(=O)c2ccco2)c1	1%	8%	4%	-25%	3.6	u	-0.7	-4
56	CCn1c(CSc2ncccn2)nnc1SCC(=O)N1c2ccccc2CC1C (stereo not drawn)	-13%	3%	0%	-4%	-2.3	2%	-2.5	x
57	COc1ccc(Nc2nc(-c3sc(C)nc3C)cs2)cc1	-9%	17%	16%	-4%	-0.9	-18%	0.6	2
58	CCc1nc(SCc2cc(=O)[nH]c3ccccc23)c2c(C)c(C)sc2n1	-25%	14%	2%	7%	-2.5	-3%	0.7	1
59	O=C(N/N=C/c1ccccc1Cl)C1CC1	-10%	3%	6%	1%	1.6	-2%	-4.7	-4
60	O=C(NCN1CCN(c2ccccc2F)CC1)c1cccnc1	-2%	3%	-7%	3%	-4.4	13%	-2.4	x
61	O=C(/C=C/c1c(F)cccc1Cl)Nc1ccncc1	-1%	3%	-6%	3%	3.3	-2%	-1.4	4

# Not all compounds are listed; the hit share may differ from the screen's.
